PglD DTNB: PglD (C. jejuni) enzyme inhibition; purified PglD enzyme, DTNB colorimetric CoA detection; inhibition, % at 12.5 µM; actives 0.098% (n = 360,000); in the data active = inhibition above about 16%, passing the limit was not always enough; inconclusive = no clear call, values can overlap the other calls; also: strong numbers were not always called active
INS-1E GSIS act: primary screen for activators of insulin secretion dependent on glucose, INS-1E cells, GLuc reporter luminescence; actives 0.61% (n = 370,000); activation, % at 16.6 µM; INS-1E GLuc reporter insulin secretion, 2-3 h;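 active = lowest replicate activation of at least 40%, so every replicate reaches that level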;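 also: 0% = median of neutral control wells and 100% = median of IBMX positive control wells; some compounds called inactive have numbers as strong as hits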
CFTR F508del cor: CFTR F508del correction in bronchial cells; activity (quench increase), % at 7.58 µM; AID 720511; actives 0.36% (n = 350,000); CFBE cells, YFP halide quenching; stimulated with forskolin plus potentiator P3; % fluorescence drop versus neutral controls;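 active = mean added fluorescence quench of at least 8% versus neutral control, with both replicates also reaching 8%; inconclusive = only one of the mean or replicate conditions met; inactive = mean below 8% and not both replicates reaching 8%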;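 also: cells transiently co-express mutant CFTR-F508del with the halide-sensitive YFP; corrector assay measuring rescue of mutant channel to the surface after 24 h compound exposure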
PGC1a acetyl inh: lowers PGC1a acetylation signal in U2OS cells; inhibition, % at 15.6 µM; actives 0.17% (n = 350,000); AlphaScreen anti-acetyl-lysine; with virally co-expressed GCN5 acetyltransferase; AID 651687;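 active = every replicate shows inhibition of at least 40%; inconclusive = mean inhibition at least 40% but some replicate below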;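 also: 0% = neutral control wells and 100% = positive control wells; some results beyond the cut were filed as inactive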
Cneo AK release: Cryptococcus neoformans lysis via adenylate kinase release | C. neoformans lysis, adenylate kinase release luminescence, 4 h; normalised: neutral wells 0, clomiphene wells 100 | lysis activity, % at 15 µM | actives 0.2% (n = 360,000) | AID 651654;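 active = mean lysis activity across replicates of at least 80%, whatever share of replicates individually reach that level; inactive = mean lysis activity below 80%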
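Material: C. neoformans cells | Amount: Yeast cell density of 5 × 10^6 cells/mL | Medium: Fresh YPD growth medium | Dosing: Single dose | Times: Static 4 h at 37 °C with compound, 1 h detection | Detection: AK luminescence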
FN deposition inh: fibronectin deposition inhibition; actives 0.086% (n = 350,000); inhibition, % at 12.6 µM; AH1F fibroblasts, Alexa488-fibronectin deposition fluorescence, overnight;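 active = mean inhibition across replicates of 30% or more, regardless of how many single replicates reach that level; inconclusive = mean under 30% yet at least half of replicates reach 30%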;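 also: positive control wells lacked labelled fibronectin entirely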
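Material: AH1F fibroblast monolayer depositing Alexa488-labelled fibronectin into matrix | Input: 10000 AH1F cells/well | Medium: DMEM plus 2% serum, read in PBS | Reagent: Alexa488-fibronectin, 24 nM final in well | Compound dosing: One dose per compound, pinned | Schedule: 1 h adhesion, overnight exposure | Measured by: Fluorescence at 485 nm excitation, 525 nm emission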
miR122 inh: inhibitors of miR-122 in Huh7 cells; Huh7 miR-122 Renilla luciferase sensor, 48 h; neutral wells = 0, positive control = 100; activation (reporter increase), % at 12.5 µM; actives 0.3% (n = 340,000);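 active = mean replicate activation score at least 90 and every replicate individually at or above 90; inconclusive = only one of the two criteria met; inactive = neither criterion met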;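 also: higher luciferase means less miR-122 activity so hits act as miR-122 inhibitors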
Statin myotox sup: suppressors of simvastatin-induced myotoxicity in C2C12 myotubes. ATP luminescence, 48 h; scaled: DMSO 0, geranylgeraniol control 100. rescue of ATP level, % at 7.49 µM. actives 0.78% (n = 330,000);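 active = mean ATP rescue above about 67%, or every replicate alone reaching that limit, limit read from the data, passing the limit was not always enough; inconclusive = no clear call, values can overlap the other calls; inactive = mean under the limit and some replicate under it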;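 also: myotubes were challenged with 10 µM simvastatin during compound exposure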
* = called active by the depositor; ? = inconclusive; / = no result given; & = joins results of further samples; [ ] = another dose, or the depositor's remark.

SMILES	PglD DTNB	INS-1E GSIS act	CFTR F508del cor	PGC1a acetyl inh	Cneo AK release	FN deposition inh	miR122 inh	Statin myotox sup
CC(C)(C)c1cc(S(=O)(=O)CCc2ccncc2)cc(C(C)(C)C)c1F	0	3	-3.6	/	0	-3	-3	-36
O=C(C1CCOCC1)N1CC2(C1)[C@H](c1ccccc1)[C@H](CO)N2C(=O)CC1CC1	/	11	-0.3	0	/	-12	/	/
CC(=O)C(C)Oc1ccc2c3c(c(=O)oc2c1C)CCCC3 (stereo not drawn)	1	/	/	1	0	2	-4	-7
Cc1ccccc1C(=O)NC1CCCCCCC1	0	12	-1.2	/	-2	-3	0	-3
Cc1ccc(NC(=O)Cn2nnc(C(=O)NCc3ccc4c(c3)OCO4)c2N)cc1	0	0	-2.1	/	-1	1	/	-28
Cn1c(CN2CCCCC2)nc2cc(NS(=O)(=O)c3ccc(F)cc3)ccc21	/	-1	2.8	5	/	-16	3	-8
COc1cc(C)nc(Oc2ccc(OCCOc3ccc(C)cc3)nn2)n1	-2	/	/	-15	1	/	0	/
C[C@@H]1CN([C@H](C)CO)S(=O)(=O)c2ccc(Br)cc2O[C@@H]1CN(C)C	1	13	-0.9	26	2	4	1[16.7 µM]	4
O=C(O/N=C/C1=C(Cl)c2ccccc2CC1)c1ccc(F)cc1	-2	/	/	-7	-1	/	3	/
COc1cc2c(C(=O)NCc3ccccn3)cn(CC(C)C)c(=O)c2cc1OC	2	/	1.7	4	-1	-7	-6	-2
O=Cc1c(-c2ccccc2)cc2oc3ccccc3cc1-2	5	13	/	6	-1	/	4	3
Fc1ccc(CSc2nnc(-c3ccccn3)o2)cc1	1	1	-0.7	25	-4	0	-8	43
COc1ccc(Cc2nnc(NC(=O)Cn3cnc4c3c(=O)n(C)c(=O)n4C)s2)cc1OC	-2	32	/	-12	5	/	9	-7
COc1ccc(CNC(=O)Nc2ccc(OC)cc2)cc1	-6	-4	/	19	-2	/	-1	22
Cc1cc(N2C(=O)NC(=O)CC2C)c(C)cc1C(C)C (stereo not drawn)	0	3	1.5	1	0	0	-1	/
C[C@@H]1CN([C@@H](C)CO)C(=O)Cc2cc(NC(=O)Cc3ccccc3)ccc2O[C@H]1CN(C)C(=O)Nc1cccc2ccccc12	7	-6	0.2	3	-3	/	-10[16.7 µM]	3
C[C@H](CO)N1C[C@H](C)[C@H](CN(C)S(=O)(=O)c2cccs2)Oc2ncc(-c3cccc(C(F)(F)F)c3)cc2C1=O	0	-13	-3.2	-11	-3	/	-10[16.7 µM]	4
COC(=O)COc1ccc(S(=O)(=O)NC2CCCCCC2)cc1	-1	/	/	32	-4	/	-1	3
COc1ccccc1NS(=O)(=O)c1cc(C(=O)N2CCCC2)ccc1C	-1	/	1.5	0	-1	1	35	1
COc1ccc(C)cc1NC(=O)CCS(=O)(=O)c1cc2c(cc1Cl)NC(=O)CO2	1	2	-1.0	-3	2	9	-1	17
O=C(C[C@@H]1CC[C@H]2[C@@H](COC[C@H](O)CN2CC2CCOCC2)O1)NCc1ccc(Cl)cc1	3	-6	1.0	7	5	-2	3[16.7 µM]	11
CO[C@@H]1CN(C)C(=O)c2cc(NS(=O)(=O)c3ccccc3Cl)ccc2OC[C@@H](C)NC[C@@H]1C	-3	6	-6.2	7	1	2	5[16.7 µM]	2
O=C(c1ccco1)N1CCN(C/C=C/c2ccccc2)CC1	-8	/	/	-5	2	/	-9	-16
COc1ccccc1C(=O)N1CCN(Cc2c[nH]c3ccccc23)CC1	1	-7	-1.9	8	0	-2	/	16
COc1ccc(C2=NS(=O)(=O)N(C)C(C(=O)Nc3ccc(C)cc3)=C2)cc1	0	/	-2.6	1	-1	1	0	6
Additional compounds follow.
SMILES	PglD DTNB	INS-1E GSIS act	CFTR F508del cor	PGC1a acetyl inh	Cneo AK release	FN deposition inh	miR122 inh	Statin myotox sup
CC1(C)Cc2c(sc(NC(=O)COc3ccc(Cl)cc3Cl)c2C(N)=O)C(C)(C)N1	5	2	-1.0	/	0	/	/	-18
COc1ccc(C(=O)C2CCN(C(=S)NCCc3ccccc3)CC2)cc1	/	22	6.0	-6	/	-1	/	/
C[C@@H]1CN([C@@H](C)CO)C(=O)c2cc(NS(=O)(=O)c3ccccc3)ccc2O[C@@H](C)CCCCO[C@H]1CN(C)S(=O)(=O)c1ccccc1	-3	-14	-2.8	-9	-2	-14	6[16.7 µM]	/
COc1ccc2[nH]c3c(N4CCc5ccccc5C4)ncnc3c2c1	2	-47	?	0	-1	-1	68	/
O=C1c2cnc3ncnn3c2CC2c3ccccc3CCN12 (stereo not drawn)	/	-6	-0.2	-6	/	-2	5	-2
CCN(CC)C(=S)Nc1ccc(OC(F)F)cc1	/	-19	0.1	4	/	4	/	/
O=C(CN(Cc1ccco1)Cc1ccco1)Nc1cc(S(=O)(=O)N2CCCCC2)ccc1Cl	3	-3	9.4*	-7	1	-1	1	-10
Cn1ncc(Cl)c1C(=O)N1CCCc2ccccc21	0	/	/	14	0	/	-3	2
CCCCc1c(C)nc2ccc(C(=O)OCC)cc2c1Cl	-2	-2	/	2	1	6	-5	/
C=CC[C@H](CC(=O)N[C@H](CO)Cc1ccccc1)C(=O)N[C@H](COC(=O)[C@H](CC=C)CC(=O)OC(C)(C)C)Cc1c[nH]c2ccccc12	-1	-23	0.2	/	1	-6	/	-10
CCOc1ccc(-n2c(-c3ccccc3)c[nH]c2=S)cc1	-3	33	4.5	1	0	-4	-3	-27
O=C(O)CCn1c(-c2ccccn2)nc2ccccc21	-1	2	-1.6	-8	2	9	0	3
O=C1Nc2ccccc2C(=O)C1(Cl)Cc1ccccc1 (stereo not drawn)	-1	-2	/	-4	0	/	1	31
CC(C)C(NS(=O)(=O)c1ccc2c(c1)oc(=O)n2C)C(=O)N1CCN(c2ccccc2F)CC1 (stereo not drawn)	-2	-5	1.5	0	2	0	2	-5
Cc1ccc(S(=O)(=O)Nc2ccc3c(c2)C(=O)N([C@@H](C)CO)C[C@H](C)[C@H](CN(C)S(=O)(=O)c2cn(C)cn2)OCCCC[C@@H](C)O3)cc1	4	4	-2.6	-8	-7	2	1[16.7 µM]	/
Cc1cc(Cl)n2nc(C)c(-c3ccc(Cl)cc3)c2n1	0	/	-0.8	5	0	-4	/	/
O=C(Nc1ccc(C(=O)O)cc1)/C(=C\C=C\c1ccccc1)NC(=O)c1ccccc1Br	0	-42	0.8	3	-3	10	2	/
Cc1nonc1NC(=O)CSc1nc2cc(Cl)ccc2c2c1CCCC2	/	10	-2.6	1	/	/	-2	/
Cc1ccc(C)c2sc(NC(=O)CN3C(=O)CCC3=O)nc12	-4	-9	-3.5	14	8	6	-7	0
Cn1c(SCC(=O)NNC(=O)c2ccccc2)nnc1C(F)(F)F	7	-8	-2.9	-2	0	1	0	5
Cc1cc(C)cc(-n2nnc(C(=O)NCc3ccc(Cl)cc3)c2N)c1	0	/	/	/	-3	-4	-3	/
COc1cccc(CC2(CO)CCN(S(=O)(=O)c3ccc(OC)cc3OC)CC2)c1	-3	/	1.6	-18	1	5	7	0
COc1ccc(CN2CCC2(C)C(=O)NCc2ccc3c(c2)OCO3)c2ccccc12 (stereo not drawn)	-11	-9	-0.2	/	-1	/	-23	-13
CC(=O)NC1=NN(C(C)=O)C2(S1)C(=O)N(C(C)=O)c1ccc(C)cc12 (stereo not drawn)	5	10	2.2	-11	1	-7	-4	3
Cc1cccc(C)c1NC(=O)C1CSC2(C)CCC(=O)N12 (stereo not drawn)	/	0	-0.2	/	/	-10	5	-2
(cont.)
SMILES	PglD DTNB	INS-1E GSIS act	CFTR F508del cor	PGC1a acetyl inh	Cneo AK release	FN deposition inh	miR122 inh	Statin myotox sup
Cc1nc2ccc(NS(=O)(=O)c3ccc(Br)cc3)cc2s1	4	/	-0.7	2	-1	/	13	-59
CC(OC(=O)CCN=C1NS(=O)(=O)c2ccccc21)C(=O)NCc1ccccc1 (stereo not drawn)	4	-3	0.2	/	3	-1	62	14
COc1ccccc1C#Cc1ccc([C@H]2[C@H](C#N)N(C(=O)C3CC3)[C@H]2CO)cc1	1	-3	4.3	29	-3	1	/	27
COc1ccc(C(=O)Nc2ccc(N3CCN(Cc4ccccc4)CC3)cc2)cc1	/	-11	0.9	-3	/	-7	0	/
CNC[C@@H]1Oc2cc(C#Cc3ccccc3OC)ccc2S(=O)(=O)N([C@H](C)CO)C[C@H]1C	4	1	-7.1	-27	10	6	-9[16.7 µM]	-7
O=C(NCC[C@@H]1CC[C@@H](NS(=O)(=O)c2ccc(Cl)cc2)[C@@H](CO)O1)c1ccc2c(c1)OCO2	-1	-6	-3.1	-5	1	/	/	2
CCc1nc(SCC(=O)Nc2cccc(C(F)(F)F)c2)c2c(=O)n(C)c(=O)n(C)c2n1	-3	/	3.8	/	-1	-6	-4	-62
COCCn1c(SCC(=O)Nc2ccc(C)cc2C)nc2c(oc3ccccc32)c1=O	-1	/	/	3	-2	-1	0	/
COc1nc(N(C)C)nc(-n2nnc(C(C)=O)c2C)n1	-3	8	/	11	-4	/	-9	17
Cc1ccccc1OC1=NS(=O)(=O)c2ccccc21	/	13	-4.3	-2	/	10	1	/
O=C(NCC[C@@H]1CC[C@H](NC(=O)c2cnccn2)[C@@H](CO)O1)Nc1ccc(Cl)cc1	-4	-13	-0.8	5	-3	/	/	-2
COc1ccc(NC(=O)N(C)C[C@H]2Oc3ccc(NC(=O)Nc4c(C)noc4C)cc3C(=O)N([C@H](C)CO)C[C@@H]2C)cc1	3	-6&29	-1.6&-0.3	-3&7	-1	6	12	-3
C[C@@H]1CCCCO[C@H](CN(C)CC2CCCCC2)[C@H](C)CN([C@H](C)CO)C(=O)c2cc(NC(=O)CCC(F)(F)F)ccc2O1	-1	-1	-2.1	-3	-8	/	-7[16.7 µM]	/
O=C(Nc1ccccc1F)N1C[C@@H]2[C@H](c3ccccc31)[C@H](CO)N2C(=O)c1ccccc1F	3	0	0.5	1	0	/	-8[16.7 µM]	-8
CCC(CC)C(=O)N(CCc1ccc(OC)cc1)Cc1nc2ccccc2c(=O)[nH]1	0	-67	1.1	-11	3	/	-4	-23
C[C@@H]1CN([C@H](C)CO)C(=O)Cc2cc(NS(=O)(=O)c3cccs3)ccc2O[C@H]1CN(C)S(C)(=O)=O	0	6	3.0	3	2	/	-5[16.7 µM]	-3
Cc1ccccc1S(=O)(=O)NC(=O)C1(C)CCN1C(=O)c1cccc(F)c1 (stereo not drawn)	-8	-6	-3.2	29	0	2	-2	6
CC(=O)Nc1ccc(SCC(=O)O)cc1	3	11	-1.9	15	-2	5	8	1
C[C@@H]1CN([C@H](C)CO)C(=O)Cc2cc(NC(=O)Cc3cn(C)c4ccccc34)ccc2O[C@H]1CN(C)Cc1ccncc1	0	0	2.1	-3	0	/	2[16.7 µM]	-2
CCCCOc1cccc(C(=O)Nc2ccc(NC(=O)c3cccs3)cc2)c1	3	-2	-1.4	/	0	-3	2	-27
CC(=O)NC12CC3CC(C1)CC(C(=O)N1CCN(C(=O)c4ccco4)CC1)(C3)C2	-1	4	-1.7	-24	4	-2	-7	8

Source: PubChem (Broad Institute)
